# CHRM4 PAM: potentiates acetylcholine response at human M4 receptor; P08173; CHO-K1 hM4/Gqi5, Fluo-8 calcium fluorescence, ACh EC20; 0% = ACh EC20, 100% = maximal ACh; activation, % at 3 µM; 360,000 tested, 0.4% active; AID 624126;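 active = activation above its plate's cutoff, the mean activation of sample wells plus 3 SD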; note: some results filed as inactive read as strong as hits
# Target sequence (P08173 whole entry, looked up): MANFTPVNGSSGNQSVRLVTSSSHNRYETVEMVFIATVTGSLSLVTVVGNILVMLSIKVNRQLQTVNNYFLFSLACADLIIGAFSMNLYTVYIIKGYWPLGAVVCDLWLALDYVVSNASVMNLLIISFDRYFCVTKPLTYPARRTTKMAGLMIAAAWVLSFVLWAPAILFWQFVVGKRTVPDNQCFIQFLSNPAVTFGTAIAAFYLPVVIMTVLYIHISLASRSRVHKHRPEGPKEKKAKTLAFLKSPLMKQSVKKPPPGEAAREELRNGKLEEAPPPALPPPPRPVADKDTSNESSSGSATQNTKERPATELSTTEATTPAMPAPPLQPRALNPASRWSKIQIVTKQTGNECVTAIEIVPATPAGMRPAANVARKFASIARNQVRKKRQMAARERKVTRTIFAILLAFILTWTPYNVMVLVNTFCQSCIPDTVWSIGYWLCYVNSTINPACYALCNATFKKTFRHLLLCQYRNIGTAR
# CRFBP-R2 block: CRF-BP/CRF-R2 complex antagonism. HEK293 CRF-R2/CRF-BP, CRF-induced calcium fluorescence. inhibition, % at 11.8 µM. 350,000 tested, 0.59% active;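 active = inhibition of the ligand-induced calcium signal above about 50% at the single tested concentration, limit read from the data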
# M1 PAM: potentiates human M1 receptor response to acetylcholine | CHO-K1 hM1, Fluo-8 calcium fluorescence, ACh EC20; 0% = ACh EC20, 100% = maximal ACh | activation, % at 3 µM | 360,000 tested, 0.088% active; in the data active = activation above about 19%, passing the limit was not always enough
# M4 antag: CHRM4 antagonism in calcium assay; CHO-hM4 cells, ACh EC80, Fluo-8 calcium fluorescence; inhibition, % at 3 µM; 360,000 tested, 0.73% active;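 active = inhibition above its plate's cutoff, the mean inhibition of sample wells plus 3 SD, cut at about 27% in these data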;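 note: 0% = acetylcholine EC80 with DMSO and 100% = DMSO without agonist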
# CHRM5 agonist: agonists of human muscarinic M5 receptor (CHRM5); P08912; 360,000 tested, 0.19% active; activation, % at 3 µM; AID 624037; CHO-K1 hM5 cells, Fluo-8 calcium fluorescence; 0% DMSO wells, 100% maximal acetylcholine response;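 active = activation above the run's mean over test compounds plus 3 SD, cut at about 23% in these data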;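 note: signal is peak over basal fluorescence ratio across the kinetic read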
# Target sequence (P08912 whole entry, looked up): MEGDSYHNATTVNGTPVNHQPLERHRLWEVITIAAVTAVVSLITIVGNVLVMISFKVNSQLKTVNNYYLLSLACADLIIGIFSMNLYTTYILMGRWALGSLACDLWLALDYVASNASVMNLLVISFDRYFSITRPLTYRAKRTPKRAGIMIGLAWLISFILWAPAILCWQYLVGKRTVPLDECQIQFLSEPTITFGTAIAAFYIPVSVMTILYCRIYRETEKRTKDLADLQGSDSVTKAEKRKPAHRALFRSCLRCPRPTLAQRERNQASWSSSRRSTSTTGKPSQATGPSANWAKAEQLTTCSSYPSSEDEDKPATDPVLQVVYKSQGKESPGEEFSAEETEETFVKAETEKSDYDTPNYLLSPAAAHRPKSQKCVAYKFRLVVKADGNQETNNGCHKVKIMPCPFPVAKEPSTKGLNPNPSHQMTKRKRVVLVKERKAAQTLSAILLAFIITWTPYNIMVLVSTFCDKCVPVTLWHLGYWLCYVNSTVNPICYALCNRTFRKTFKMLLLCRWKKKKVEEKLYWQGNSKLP
# CHRM5 PAM: CHRM5 positive allosteric modulation; activation, % at 3 µM; 360,000 tested, 0.3% active; CHO-K1 hM5, Fluo-8 calcium, ACh EC20 PAM; 0% = ACh EC20, 100% = ACh EC100; AID 624038; P08912;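 active = activation above the run cutoff, the mean activation of all test compounds plus 3 SD, cut at about 18% in these data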
#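 System: CHO-K1 cell line with stable human muscarinic M5 receptor expression | Also added: EC20 acetylcholine as agonist stimulus | Compound: One concentration, 3 µM final (nominal) | Timing: Fluo-8 loading 80 min at 37 °C plus 30 min room temperature | Measured by: Fluo-8 calcium dye fluorescence, kinetic read | Read-out basis: % activation, ACh-normalized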
# CHRM4 agonist: agonists of human muscarinic M4 receptor (CHRM4) | CHO-K1 hM4/Gqi5, Fluo-8 calcium fluorescence; vehicle 0%, full acetylcholine response 100% | P08173 | 360,000 tested, 0.14% active | activation, % at 3 µM;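 active = activation above the run mean over all test wells plus 3 SD, cut at about 32% in these data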;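 note: peak over basal fluorescence ratio per well then scaled between controls; 0% = DMSO wells and 100% = acetylcholine at EC100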
# CHRM5 antagonist: antagonists of human muscarinic M5 receptor (CHRM5); P08912; CHO-hM5 cells, Fluo-8 calcium fluorescence, ACh EC80; inhibition, % at 3 µM; 360,000 tested, 0.59% active; AID 624040;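 active = inhibition above a per-plate cutoff, the mean of that plate's test compounds plus 3 SD, cut at about 27% in these data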;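 note: 0% = acetylcholine EC80 with DMSO and 100% = DMSO without agonist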
# CRFR2-BP ag: agonists of human CRF-binding protein/CRF-R2 receptor complex; HEK293 CRF-R2/CRF-BP, calcium dye fluorescence (FLIPR); percent of saturating CRF peptide response; activation, % at 13.2 µM; 350,000 tested, 0.46% active; AID 588473;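 active = activation of at least 50%, plus an integration ratio under a set limit after plate pattern correction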;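 note: plate controls were neutral control wells without compound for no effect and CRF at EC100 for full effect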
# * hit, by the source's call; · = no result given.
SMILES,CHRM4 PAM,CRFBP-R2 block,M1 PAM,M4 antag,CHRM5 agonist,CHRM5 PAM,CHRM4 agonist,CHRM5 antagonist,CRFR2-BP ag
CC1C=CC(C)C(C(=O)O)C1C(=O)O (configuration not stated),-1,-8,6,-3,2,0,-1,2,-2.3
CN(CC(=O)Nc1ccc(N2CCOCC2)cc1)C(=O)CCNC(=O)c1ccc(Br)cc1,8,-2,10,-6,1,4,1,3,-0.3
CN(C(=O)COC(=O)c1ccc(C(C)(C)C)cc1)C1CCS(=O)(=O)C1 (configuration not stated),8,-6,0,2,2,-2,2,2,-0.9
Cc1c(C(=O)Nc2ccccc2F)sc2nc3n(c(=O)c12)CCC3,-10,0,0,4,-2,-6,4,13,2.1
CCOc1ccc(-n2c(-c3ccccc3)c[n+]3c2CCC3)cc1,-14,-4,-15,10,-12,2,1,8,-1.9
CCOc1ccc(NCc2cc3cc(OC)ccc3[nH]c2=O)cc1,-8,2,8,-2,-1,5,3,4,9.5
Cc1ccc(NCc2nnc(SCC(=O)OC3CCCCC3)o2)c(C)c1,1,5,11,2,-10,14,0,3,0.2
CN(C)C(=O)c1cc2c(c(-c3cccc(-c4ccccc4F)c3)n1)[C@@H](CCO)N(S(C)(=O)=O)C2,6,·,·,-4,1,-7,1,-3,·
N#C/C(=C\c1ccccc1)c1n[nH]c(Cn2cncn2)n1,11,-6,-1,-1,-2,-4,1,7,-1.2
CC(C)(C)Cc1c(-c2ccc(F)cc2)nc2ccc(Cl)cn12,-7,6,-14,-4,-3,-4,0,0,1.5
COc1ccc(/C=C2\N=C3CCCN3C2=O)cc1,5,-4,17,0,3,5,0,0,4.4
COc1cc2c(cc1OC)C(c1cc3cc4c(cc3[nH]c1=O)OCO4)N(C(=O)C(C)C)CC2 (configuration not stated),-2,14,0,5,4,1,1,1,-0.3
Cc1c(NC(=O)C(C)OC(=O)c2cc3c4ccccc4n(C)c3s2)c(=O)n(-c2ccccc2)n1C (configuration not stated),0,-10,-2,-2,-13,-2,1,-10,-2.4
CCC(=O)Nc1nc(=S)ss1,11,-3,-1,4,-4,1,1,6,-1.4
COc1cc(OC)cc(-c2cc3nc(C)c(CCC(=O)O)c(=O)n3[nH]2)c1,-6,2,6,2,1,2,0,1,-0.7
CC1CCN(C(=O)CSc2nc3ccccc3s2)CC1,-4,12,3,6,-3,4,-1,-4,0.1
CC(C)CN(CC(C)C)C(=O)Nc1cccc([N+](=O)[O-])c1,6,1,-3,5,-4,3,0,-7,-0.6
Nc1nc(O)c(CC(=O)O)s1,2,11,8,-15,-2,-4,3,-1,0.2
CCOc1ccc(-c2cc(C(=O)NCCCn3ccnc3)c3cc(Br)ccc3n2)cc1,-5,36,-3,4,-1,3,13,-4,-2.6
Nc1nc(SCc2ccccc2)ns1,1,4,0,6,-2,0,0,5,-0.8
O=[N+]([O-])c1ccc2nc(CCCc3nc4ccc([N+](=O)[O-])cc4[nH]3)[nH]c2c1,-3,49,1,-8,-5,-13,2,16,0.6
O=C(Nc1ccc(F)cc1)C(c1ccccc1)N1CCN(c2cccc(C(F)(F)F)n2)CC1 (configuration not stated),-12,·,·,3,-4,-10,1,3,·
C=CCNCCOc1ccccc1-c1ccccc1,3,-50,-4,-4,-4,-3,3,-3,5.1
CC(=O)NCCNc1nc2cc(-c3ccc(Cl)cc3C)sc2c(=O)n1C,3,·,4,-5,-1,-1,1,-3,·
COc1ccc(CCNC(=O)CNC(=O)Cn2ccc3ccccc3c2=O)cc1OC,-3,-5,3,-2,0,-1,0,4,2.0
COc1ccc(OC)c(S(=O)(=O)Nc2cc3c(cc2N2CCCC2)n(C)c(=O)c(=O)n3C)c1,-2,14,8,3,-6,-7,1,8,0.1
COC(C[C@H]1O[C@@H]1C(=O)[C@H](C)OCc1ccccc1)OC,4,3,6,-7,5,1,1,7,-1.4
COc1ccc(-c2noc(C3CCCN(C(=O)Nc4ccccc4F)C3)n2)cc1 (configuration not stated),-6,6,3,-3,-5,-4,0,-3,-0.2
CCC(C)c1ccccc1N1CC(C(=O)N2CCN(S(=O)(=O)c3ccccc3Br)CC2)CC1=O (configuration not stated),-8,-4,1,-7,-4,-2,8,9,-1.3
COc1ccc(NC(=O)c2ccc(Cl)nc2)cc1S(=O)(=O)N1CCOCC1,2,1,2,2,4,1,4,-1,-0.3
CC1(C)Cc2[nH]c(=O)c(C#N)cc2CS1,6,2,5,10,-2,-2,0,-4,-0.3
O=C1CCN(CCCc2ccccc2)CCN1[C@H](CO)Cc1ccccc1,-5,-5,-2,4,-2,-9,4,14,-0.8
O=C(O)CCNS(=O)(=O)c1ccc2ccccc2c1,-2,13,0,10,0,-3,0,8,6.6
O=C(CN1CCN(c2ccccc2)CC1)NCc1ccc(F)cc1,-3,-7,5,-4,-1,0,0,8,-3.1
CCCCn1c(NCc2ccncc2)nc2ccccc21,-1,-12,6,-10,-4,4,1,9,0.7
CC(C)N=C(NC#N)SCc1ccccc1,5,4,7,5,-4,3,1,-3,-0.2
C#CC(CC)(CC)NC(=S)Nc1cccc(C(C)=O)c1,-1,-7,-6,-2,-3,5,-2,-6,-1.8
COc1cc2[nH]c(C(=O)NCCc3ccccc3)cc2c(OC)c1OC,-5,4,0,3,-3,0,2,8,-0.1
COc1ccc(-c2cc(C(=O)NCCc3ccccc3)no2)cc1OC,8,4,-1,-4,-3,4,1,1,-0.6
O=C(CSc1ccccc1)Nc1ccccc1N1CCOCC1,0,1,6,-6,-8,-4,3,-2,-0.8
COc1cccc(C(C)(O)c2nc(-c3csc4ccccc34)cs2)c1 (configuration not stated),-3,·,-8,7,0,-3,2,7,·
CN(C)CCNC(=O)C(C(=O)c1ccc(F)cc1)n1ccccc1=O (configuration not stated),0,14,8,18,0,3,0,-1,0.0
CN1CCN(C(=O)CSc2nc3ccc(NC(=O)c4ccccc4F)cc3s2)CC1,4,-12,5,-2,-2,6,6,-2,-0.6
Cc1cccc(NC(=O)c2cccc(C(=O)Nc3cccc(C)c3C)n2)c1C,-3,9,6,16,0,-2,1,-2,0.4
CCOC(=O)N1CCN(c2nnnn2-c2ccccc2)CC1,1,3,3,9,-3,2,2,0,0.8
CC12CCC(C(=O)Nc3ccccc3)(C(Br)C1=O)C2(C)C (configuration not stated),14,-1,14,-4,-3,-2,0,6,1.7
CCOc1ccc(C2CC(=O)N(Nc3ccc([N+](=O)[O-])cc3[N+](=O)[O-])C2=O)cc1 (configuration not stated),7,19,0,-7,1,5,2,-3,-0.4
Cc1cc(N2CCOCC2)c(F)cc1C(=O)c1ccccc1,6,21,7,-8,-1,-1,1,-1,1.8
COc1cccc(CNS(=O)(=O)c2ccc3c(c2)C(C)(C)C(=O)N3C)c1,3,-9,11,-1,-3,-1,1,14,-2.2
O=C(CSc1ncnc2c1oc1ccccc12)Nc1nccs1,5,2,12,-4,2,1,0,0,0.0
# Remaining list, next part:
SMILES,CHRM4 PAM,CRFBP-R2 block,M1 PAM,M4 antag,CHRM5 agonist,CHRM5 PAM,CHRM4 agonist,CHRM5 antagonist,CRFR2-BP ag
Cn1c(=O)c2c(nc(C3CC4C5CCC(C5)C4C3)n2C)n(C)c1=O (configuration not stated),4,-57,-2,-9,0,3,1,14,-1.6
COc1ccc(CN(CC(=O)NCc2ccccc2)C(=O)CCC(=O)Nc2cc(C)ccn2)cc1,-8,-5,6,6,-3,-6,1,14,-0.9
N#CCSCC(=O)Nc1ccc(Cl)cc1,-2,-14,3,-12,1,-2,1,3,-1.3
CC(C)NC(=O)NC(=O)CSc1nnc(-c2ccccc2F)n1N,-2,11,7,-9,2,1,0,2,-4.6
CC(=O)N1C[C@@H](CO)[C@@H](N(C)C(=O)C(C)(C)C)C[C@H]1c1ccccc1,1,·,6,6,2,3,0,2,·
Cc1cc(NC(=O)c2cccc(S(=O)(=O)N3CCC(C)CC3)c2)no1,7,-53,-3,-1,-3,-10,2,22,-7.6
CCOC(=O)CCCCCC(=O)Nc1ccc2c(c1)C(=O)N([C@@H](C)CO)C[C@H](C)[C@H](CN(C)C(=O)Nc1ccc(F)cc1)OCCCC[C@H](C)O2,1,14,-3,-4,-3,-5,0,1,4.3
CCOc1ccc(CNC(=S)N/N=C/c2cccnc2)cc1,7,9,9,-8,-6,-4,2,5,-5.7
COc1ccc(S(=O)(=O)N2CCCCCC2)cc1C(=O)N(C)CC(=O)Nc1ccccc1Cl,-2,-11,5,-9,-2,0,7,0,-3.8
O=C(NCCCCCCNC(=O)C1CCCC1)C1CCCC1,6,-2,6,-3,-2,0,0,5,-0.6

# Ordered by value in CHRM4 agonist (smallest number first): some entries from above
SMILES,CHRM4 agonist
CC(C)NC(=O)NC(=O)CSc1nnc(-c2ccccc2F)n1N,0
Cn1c(=O)c2c(nc(C3CC4C5CCC(C5)C4C3)n2C)n(C)c1=O (configuration not stated),1
CCOc1ccc(CNC(=S)N/N=C/c2cccnc2)cc1,2

# Shown with values under each structure: part of the list above.
# Values run as follows: CHRM4 PAM	CRFBP-R2 block	M1 PAM	M4 antag	CHRM5 agonist	CHRM5 PAM	CHRM4 agonist	CHRM5 antagonist	CRFR2-BP ag
- CCOC(=O)N1CCN(c2nnnn2-c2ccccc2)CC1
    1	3	3	9	-3	2	2	0	0.8
- CC12CCC(C(=O)Nc3ccccc3)(C(Br)C1=O)C2(C)C (configuration not stated)
    14	-1	14	-4	-3	-2	0	6	1.7
- CCOc1ccc(C2CC(=O)N(Nc3ccc([N+](=O)[O-])cc3[N+](=O)[O-])C2=O)cc1 (configuration not stated)
    7	19	0	-7	1	5	2	-3	-0.4
- Cc1cc(N2CCOCC2)c(F)cc1C(=O)c1ccccc1
    6	21	7	-8	-1	-1	1	-1	1.8
- COc1cccc(CNS(=O)(=O)c2ccc3c(c2)C(C)(C)C(=O)N3C)c1
    3	-9	11	-1	-3	-1	1	14	-2.2
- O=C(CSc1ncnc2c1oc1ccccc12)Nc1nccs1
    5	2	12	-4	2	1	0	0	0.0
- Cn1c(=O)c2c(nc(C3CC4C5CCC(C5)C4C3)n2C)n(C)c1=O (configuration not stated)
    4	-57	-2	-9	0	3	1	14	-1.6
- COc1ccc(CN(CC(=O)NCc2ccccc2)C(=O)CCC(=O)Nc2cc(C)ccn2)cc1
    -8	-5	6	6	-3	-6	1	14	-0.9
- N#CCSCC(=O)Nc1ccc(Cl)cc1
    -2	-14	3	-12	1	-2	1	3	-1.3
- CC(C)NC(=O)NC(=O)CSc1nnc(-c2ccccc2F)n1N
    -2	11	7	-9	2	1	0	2	-4.6
- CC(=O)N1C[C@@H](CO)[C@@H](N(C)C(=O)C(C)(C)C)C[C@H]1c1ccccc1
    1	·	6	6	2	3	0	2	·
- Cc1cc(NC(=O)c2cccc(S(=O)(=O)N3CCC(C)CC3)c2)no1
    7	-53	-3	-1	-3	-10	2	22	-7.6
- CCOC(=O)CCCCCC(=O)Nc1ccc2c(c1)C(=O)N([C@@H](C)CO)C[C@H](C)[C@H](CN(C)C(=O)Nc1ccc(F)cc1)OCCCC[C@H](C)O2
    1	14	-3	-4	-3	-5	0	1	4.3
- CCOc1ccc(CNC(=S)N/N=C/c2cccnc2)cc1
    7	9	9	-8	-6	-4	2	5	-5.7
- COc1ccc(S(=O)(=O)N2CCCCCC2)cc1C(=O)N(C)CC(=O)Nc1ccccc1Cl
    -2	-11	5	-9	-2	0	7	0	-3.8
- O=C(NCCCCCCNC(=O)C1CCCC1)C1CCCC1
    6	-2	6	-3	-2	0	0	5	-0.6

# Screening results as filed in PubChem.

# Not a hit list; about 2.6% have a hit in one of these screens.
